PolyA inh – yeast polyadenylation inhibition; S. cerevisiae SKY197-pL101 polyadenylation reporter, beta-gal luminescence; efflux-impaired pdr1/pdr3 knockout yeast; score 100 = 6 SD above DMSO; calls only at 12 µM; 0.02% of 300,000 active;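 active means lowest replicate activity score at least 50, where 100 means six control SD above control mean; inconclusive means lowest score under 50 but half or more replicates reach 50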;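 further: yeast exposed to compound for 9 h at 30 °C; higher score means more reporter readthrough which indicates perturbed polyadenylation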
HSP90 inh – inhibitors of HSP90 luciferase refolding in rabbit reticulocyte lysate; 0.91% of 290,000 active; inhibition, % at 5.6 µM; luciferase refolding luminescence, 3 h; AID 1789;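 active means inhibition above the screen-wide mean plus 3 SD, computed separately per campaign, cut at about 16% in these data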;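 further: 0% = DMSO wells and 100% = 60 µM geldanamycin wells; inhibitors lower the luminescence because luciferase stays unfolded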
HDAC3 inh – inhibitors of human histone deacetylase 3; recombinant HDAC3, fluorogenic peptide/trypsin coupled, fluorescence; inhibition, % at 8.3 µM; 0.15% of 320,000 active; AID 2718; in the data active means inhibition above about 26%, passing the limit was not always enough; inconclusive means no clear call, values can overlap the other calls
GSK3beta inhib – inhibitors of human GSK3beta kinase; GST-GSK3beta kinase, ADP-Glo luminescence, 60 min; hits give low values; activity score (negative = inhibition), % at 10 µM; 0.038% of 300,000 active; AID 2097; P49841;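 active means more than half of replicate wells score below -50%, meaning over 50% inhibition versus plate controls; inconclusive means some replicates but at most half score below -50%; inactive means no replicate scores below -50%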;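 further: 0% = median DMSO wells and -100% = median GW8510 positive control wells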
Target sequence (P49841 whole entry, looked up): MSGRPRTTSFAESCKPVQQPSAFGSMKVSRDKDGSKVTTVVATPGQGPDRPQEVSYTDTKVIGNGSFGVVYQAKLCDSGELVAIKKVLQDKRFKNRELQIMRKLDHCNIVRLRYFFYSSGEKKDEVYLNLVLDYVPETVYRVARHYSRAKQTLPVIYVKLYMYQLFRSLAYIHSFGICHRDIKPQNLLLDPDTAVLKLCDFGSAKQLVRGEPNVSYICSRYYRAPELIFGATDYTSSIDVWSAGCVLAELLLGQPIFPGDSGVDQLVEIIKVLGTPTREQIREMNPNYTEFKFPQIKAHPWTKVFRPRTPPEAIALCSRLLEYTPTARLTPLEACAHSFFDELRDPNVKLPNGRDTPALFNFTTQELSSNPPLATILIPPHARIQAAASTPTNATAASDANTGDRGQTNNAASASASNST
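Test system – GST-tagged human GSK3beta kinase, cell-free · Incubation – 60 min enzyme reaction, room temperature · Signal – ADP-Glo luminescence · Also added – peptide substrate and ATP at 25 µM · Controls – DMSO neutral wells and GW8510 at 20 µM as positive · Buffer or medium – Tris/MgCl2 kinase buffer · Measure – Luminescence-derived activity versus plate DMSO and GW8510 wells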
GSK3A inh – inhibitors of human GSK-3 alpha kinase; 0.1% of 320,000 active; AID 2650; P49840; inhibition, % at 10 µM; ADP-Glo luminescence, 60 min;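 in the data active means inhibition above about 50%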;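 further: GST-tagged GSK-3 alpha with peptide substrate and 25 µM ATP; 0% = DMSO neutral wells and 100% = GW8510 positive control wells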
Target sequence (P49840 whole entry, looked up): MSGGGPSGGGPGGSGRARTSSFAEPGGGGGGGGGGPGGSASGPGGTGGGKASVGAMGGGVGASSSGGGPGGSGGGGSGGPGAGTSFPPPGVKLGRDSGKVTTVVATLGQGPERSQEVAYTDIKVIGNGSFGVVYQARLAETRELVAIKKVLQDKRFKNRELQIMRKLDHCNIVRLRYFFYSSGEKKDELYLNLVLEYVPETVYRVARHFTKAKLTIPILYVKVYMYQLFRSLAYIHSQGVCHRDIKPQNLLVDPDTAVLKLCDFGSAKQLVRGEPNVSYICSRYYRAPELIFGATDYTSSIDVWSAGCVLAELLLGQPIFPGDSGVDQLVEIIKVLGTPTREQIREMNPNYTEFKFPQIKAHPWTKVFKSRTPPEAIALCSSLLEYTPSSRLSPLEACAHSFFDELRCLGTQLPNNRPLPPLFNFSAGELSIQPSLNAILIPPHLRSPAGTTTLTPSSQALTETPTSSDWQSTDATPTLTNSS
HSF-1 act – increases HSF-1 driven luciferase reporter signal. NIH3T3-HGL HSF-1 luciferase reporter, MG132, 8 h; 100% = twice DMSO control signal. activation, % at 9 µM. 1.7% of 300,000 active;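 active means mean replicate activation of at least 50% with a set share of replicates each reaching 50%; inconclusive means only one of those two conditions met; inactive means mean below 50% and too few replicates reaching it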;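 further: 0% = median of the neutral control wells and 100% = twice that signal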
HSF1 inh – HSF1 inhibition; NIH3T3-HGL HSE-luciferase, MG132-induced, luminescence 8 h; hits give low values; 0.77% of 300,000 active; activity change, negative = inhibition, % at 7.5 µM (by protocol);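 active means more than half of replicate wells show activity change below -50%, luminescence cut by over half; inconclusive means some wells, but at most half, below -50%; inactive means no replicate well below -50%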;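 further: luciferase reports HSF-1 transcriptional activity via heat shock element; 0% = median of DMSO wells and -100% = zero luminescence signal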
Platelet DG rel – platelet dense granule release activity. human platelet-rich plasma, SFLLRN dense granule ATP release, luminescence. inhibition, %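 (compounds screened at 7.5 µM in platelet-rich plasma)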. 0.22% of 300,000 active. AID 1663;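 active means mean replicate score, as percent of positive control, at or above 50; inconclusive means mean below 50 but at least one replicate at or above 50; inactive means mean and every replicate below 50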
AI-2 QS modul – Vibrio harveyi AI-2 quorum sensing modulation | Vibrio harveyi JMH597 AI-2 luminescence/OD600 ratio, 9 h; hits give low values; strain lacks LuxN and CqsS sensors; 0 = neutral-control median | activity change, % at 7.5 µM | 0.4% of 300,000 active | AID 2094; in the data active means activity change below about -75%, passing the limit was not always enough; inconclusive means no clear call, values can overlap the other calls;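 further: luminescence divided by OD600 gain over 9 h not by final OD600 alone; inactives centre near 13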
Dyrk1A ADPGlo – Dyrk1A (rat) kinase inhibition; AID 504441; ADP-Glo luminescence, NFATc1 peptide; 0.43% of 310,000 active; inhibition, % at 12.5 µM; Q63470; in the data active means inhibition above about 50%;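 further: plate controls were vehicle with enzyme for no effect and no enzyme for full effect; many of its hits are not listed in these tables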
Starred values were filed as active, the others as inactive; i = inactive; ? = inconclusive; . = not tested or not shown. Some of the compounds tested; the hit share may differ from the screen's.

SMILES	PolyA inh	HSP90 inh	HDAC3 inh	GSK3beta inhib	GSK3A inh	HSF-1 act	HSF1 inh	Platelet DG rel	AI-2 QS modul	Dyrk1A ADPGlo
CC(C)c1ccccc1NC(=O)COC(=O)c1c2c(nc3ccccc13)CCN(Cc1ccccc1)C2	i	5	1	-2	.	-20	-19	4	27	6
COc1ccc(C)cc1NC(=O)C(Sc1nnnn1C)c1ccccc1 (centres undefined)	i	-5	8	0	0	-2	-2	-7	28	3
COc1cccc(CN(c2ccc3c(c2)CCC3)S(=O)(=O)c2ccc(-n3cnnn3)c(OC)c2)c1	i	-2	9	3	-3	45	14	8	-2	8
CCOC(=O)C1CCN(S(=O)(=O)c2cccc(-c3cn4cc(Cl)ccc4n3)c2)CC1	i	4	-13	1	1	-1	4	1	14	-3
COc1cccc(CN2CCN(C(=O)c3ccco3)CC2)c1OC	i	-2	-25	0	.	6	-8	1	6	5
CCOc1ccccc1NC(=S)N1CCC(NC(=O)C(C)(C)C)CC1	i	5	0	1	-2	-13	-8	4	2	8
COC(=O)C1=C(C)NC2=C(C(=O)CC(C)(C)C2)C1c1cccc(C)n1 (centres undefined)	i	-3	-3	0	0	-18	-7	-2	21	2
O=C1CCCc2c1nc(-c1ccco1)n2O	i	3	-10	-1	1	-8	-5	0	31	-9
C/C(=N\NC(=O)c1nnn(-c2nonc2N)c1-c1ccc(Cl)c(Cl)c1)c1ccncc1	i	-6	-12	1	7	1	0	8	25	-3
CC(C)OC(=O)Nc1ccc2c(c1)N(C(=O)CCN1CCOCC1)c1ccccc1CC2	i	1	1	2	-1	23	10	0	19	.
CC(C)Cc1nnc(NC(=O)CCC(=O)NCc2ccccc2Cl)s1	i	3	-8	2	-1	-5	-1	11	12	-4
CCOC(=O)CCCCC(=O)c1[nH]c(=O)[nH]c1Cn1ccnc1	i	2	3	0	-1	-14	-9	-1	21	-1
O=C(CO/N=C/c1ccc(OC(F)F)cc1)NC1CCCCCC1	i	4	-1	6	-4	17	8	-1	34	3
COc1ccc(C(=O)Cc2cnn(-c3ccccc3)c2)c(O)c1	i	0	2	4	0	45	40	-1	12	-1
CC1(C)OC(=O)C(=CNCC(=O)NCC(=O)O)C(=O)O1	i	4	14	-3	4	-22	3	-3	7	14
O=C(NC(=S)Nc1cccnc1)c1cc2ccccc2o1	i	-1	-4	2	2	59*	12	10	25	6
NC(=O)CSc1nnc(-c2cc3ccccc3o2)n1Cc1ccccc1	i	4	1	-1	-3	-45	-33	1	28	-3
O=C1OCCN1CCNCc1cn(-c2ccc(F)cc2)nc1-c1ccccc1Cl	i	-4	-10	3	-2	-33	-14	1	5	-4
C=CCNC(=S)NNC(=O)CC12CC3CC(CC(C3)C1)C2	i	1	2	0	-2	0	5	6	11	.
COc1ccc(CNC(=O)CSc2cc(=O)n(C)c3ccccc23)cc1	i	-2	3	0	0	5	0	-3	20	6
COc1ccc(C(=O)Nc2ccccc2C(=O)N2CCOCC2)cc1	i	2	-3	1	-4	2	-3	5	16	4
COc1cc(OC)cc(C2=NCCN2)c1	i	2	-2	-2	-1	-10	-4	4	18	-5
COc1ccc(NC(=O)c2cc(S(=O)(=O)N3CCCC3)c[nH]2)cc1	i	0	1	3	-3	-5	0	-22	5	1
CCOc1ccccc1NC(=O)Cn1c(=O)oc2ccccc21	i	3	4	3	0	-9	-8	3	15	5
Cc1ccc(NS(=O)(=O)c2cc(C(=O)NCc3ccccn3)ccc2Cl)cc1	i	1	-5	-4	-4	-5	-12	3	-1	-1
O=c1[nH]nc(Cc2ncc(C(F)(F)F)cc2Cl)c2ccccc12	i	3	-2	0	-3	1	-1	2	5	3
CN1C(=O)c2cccc(NC(=O)C3CCCCC3)c2C1=O	i	-3	0	-1	0	9	3	-3	31	3
COc1cc(CCCN2C(N)=NC[C@@H]2Cc2ccc(O)cc2)cc(OC)c1OC	i	.	-2	-4	1	-12	-11	2	58	2
O=C(CCCN1C(=O)/C(=C/c2ccccc2Cl)SC1=S)Nc1ccccn1	i	13	1	0	-2	-49	-42	6	43	2
COc1ccc(Nc2nnc(-c3ccccc3)c3ccccc23)cc1C(=O)N1CCCCC1	i	2	4	3	-3	3	-6	0	2	0
COc1ccc(NC(=O)C/C(C)=N/NC(=O)c2ccncc2)c([N+](=O)[O-])c1	i	2	7	9	3	6	2	-2	-8	-1
Cc1cccc(C)c1NC(=O)NN1C(C)CCCC1C (centres undefined)	i	-2	-2	-1	2	-9	-6	-6	6	0
Cc1ccc(S(=O)(=O)NC2CC2)cc1	i	0	0	2	2	12	1	-7	8	.
COCCn1c(SCC(=O)Nc2sccc2C(N)=O)nnc1-c1ccncc1	.	-2	1	-3	5	.	.	.	6	.
CCN(CC)C(=O)Cn1cc(S(=O)(=O)Cc2cccc([N+](=O)[O-])c2)c2ccccc21	i	-5	9	3	2	8	-4	2	14	-2
CCCC1=Nc2cc(C(=O)NCCN3CCCC3)ccc2Sc2ccccc21	i	-3	6	-5	3	-8	-2	18	14	.
CC(=O)NC(NC(=S)Nc1ccc(S(N)(=O)=O)cc1)C(Cl)(Cl)Cl (centres undefined)	i	6	.	4	7	-6	-3	0	14	14
COCCNC(=O)COc1ccc(N(C)S(=O)(=O)c2ccc3ccccc3c2)cc1	i	-5	2	-1	-2	2	2	-4	3	0
CN(CC(=O)Nc1ccc(Cl)cc1)S(=O)(=O)c1cccc2cccnc12	i	2	6	0	0	-3	-5	-2	16	11
CCOC(=O)N1CCN(C(=O)c2ccc(OCC)cc2)CC1	i	3	-2	1	-2	-4	-5	0	35	1
COC(=O)c1cc(Br)c(=O)n(CCC2=CCCCC2)c1	i	4	-3	-2	2	-6	1	8	15	10
Nc1cccnc1Oc1ccc(F)cc1F	i	0	-9	3	-3	-4	-4	-7	16	-6
CC(C)CNC(=O)COc1ccccc1[N+](=O)[O-]	i	7	-2	-11	0	4	1	?	8	2
O=C(CSc1nc(-c2ccccc2)c(-c2ccccc2)o1)NC1CCS(=O)(=O)C1 (centres undefined)	i	4	3	0	8	-2	-1	3	26	-3
CSc1ccc(CCNS(=O)(=O)c2c(C)[nH]c(C)c2C(=O)N2CCCCC2)cc1	i	-3	2	-2	-1	1	-6	-3	10	-2
C/C(=N\NC(=O)CNC(=O)C(c1ccccc1)c1ccccc1)c1ccccc1	i	-3	0	0	0	-7	-5	-1	13	-6
Cc1cc(NC(=O)CSc2nc3ccccc3c(=O)n2Cc2ccc(F)cc2)no1	i	2	-7	0	-1	2	-4	0	12	3
COc1ccc(C2C3=C(CCCC3=O)Nc3nc(-c4cc(OC)c(OC)c(OC)c4)nn32)cc1OC (centres undefined)	i	-1	6	2	0	7	1	-4	5	-3
COc1ccc(C2NC3=C(CCC3)C3(C#N)C(OC)(OC)N=C(N)C23C#N)cc1 (centres undefined)	i	2	-4	2	2	-33	-25	3	11	0
C/C(=N/NC(=O)c1cc(-c2cccc([N+](=O)[O-])c2)n[nH]1)c1cccc(O)c1	i	-1	3	2	-1	-8	-1	0	18	5
c1ccc2c(c1)ccc1nnnn12	i	.	6	0	0	-17	-5	1	0	.
COc1cc(CN2CCCC(C)C2)cc([N+](=O)[O-])c1O (centres undefined)	i	-3	2	0	2	-9	-7	14	10	-1
Cc1nc(C(C)NC(=O)c2ccc(OC3CCN(Cc4ccccn4)CC3)cc2)c(C)s1 (centres undefined)	i	8	3	0	0	18	2	-5	-6	-3
COc1ccc(/C(C)=N\NS(C)(=O)=O)c(OC)c1	i	-3	9	-1	1	-2	-6	3	16	-9
CCN1CCN(Cc2ccc(NC(=O)Nc3ccccc3OC)cc2)CC1	i	1	0	1	-3	-1	-7	19	15	12
CCOC(=O)N1CCC(NC(=O)C(C)n2c3ccccc3c3cnn(C)c(=O)c32)CC1 (centres undefined)	i	8	0	1	-2	1	-13	0	15	1
Cn1cnc(S(=O)(=O)Nc2ccc(C(F)(F)F)cc2)c1	i	-1	-4	2	-1	4	0	-13	-1	3
Cc1ccc(CN(C(=O)c2cccs2)C2CCS(=O)(=O)C2)cc1 (centres undefined)	i	-4	-1	0	3	9	2	-4	13	1
COc1ccc(N(C(=O)c2cnccn2)C(C(=O)NCc2ccccc2)c2ccc(O)cc2)cc1 (centres undefined)	i	-5	-3	2	-2	8	2	6	15	-3
C/C(=N\N=C(c1ccccc1)c1ccccc1)c1ccco1	i	5	17	-5	-2	5	1	-1	0	-3

Arranged by the number under GSK3beta inhib (ascending): some entries from above.
SMILES	PolyA inh	HSP90 inh	HDAC3 inh	GSK3beta inhib	GSK3A inh	HSF-1 act	HSF1 inh	Platelet DG rel	AI-2 QS modul	Dyrk1A ADPGlo
Cc1nc(C(C)NC(=O)c2ccc(OC3CCN(Cc4ccccn4)CC3)cc2)c(C)s1 (centres undefined)	i	8	3	0	0	18	2	-5	-6	-3
Cn1cnc(S(=O)(=O)Nc2ccc(C(F)(F)F)cc2)c1	i	-1	-4	2	-1	4	0	-13	-1	3
Nc1cccnc1Oc1ccc(F)cc1F	i	0	-9	3	-3	-4	-4	-7	16	-6

Following part:
SMILES	PolyA inh	HSP90 inh	HDAC3 inh	GSK3beta inhib	GSK3A inh	HSF-1 act	HSF1 inh	Platelet DG rel	AI-2 QS modul	Dyrk1A ADPGlo
CCc1ccccc1NC(=O)c1cnc2scc(C)n2c1=O	i	-3	-7	-1	0	18	-6	-6	15	5
Cn1c(=O)[nH]c2ncn(C)c2c1=O	i	.	-8	1	0	-28	-13	-4	-16	-13
NC(=O)/C(=N\O)c1ccccc1	i	0	1	0	0	-8	-1	-9	14	5
N/C(=N\OC(=O)c1cnn(-c2ccccc2)c1C(F)(F)F)c1ccc(C(F)(F)F)cc1	i	1	0	-1	-2	12	-5	3	12	-2
CCN(C(=O)C12CC3CC(CC(C3)C1)C2)C1CCS(=O)(=O)C1 (centres undefined)	i	.	-3	0	0	4	0	2	14	15
O=C1NC2(CCC3(CC2)OCCO3)NN1c1ccccc1	i	0	?	1	1	9	4	12	28	-5
COc1cccc(OC)c1C(=O)Nc1nc2ccc([N+](=O)[O-])cc2s1	i	4	7	2	-1	4	-1	-1	-6	17
Cc1oc(-c2ccc(Cl)cc2)nc1CS(=O)CC(=O)NCCCN1CCCC(C)C1 (centres undefined)	i	3	-6	1	1	8	2	5	35	.
Cc1ccc(NC(=O)c2cc(-c3ccco3)on2)cc1	i	-4	-2	1	-2	27	7	-1	9	-6
O=C(NNC(=O)c1ccc(Cl)cc1Cl)c1cnccn1	i	0	2	1	-3	32	0	7	46	-2
Cc1ccc(S(=O)(=O)NCC2CCC(C(=O)N3CCN(C)CC3)CC2)cc1 (centres undefined)	i	0	-5	1	-2	5	1	2	40	2

Compound activity as filed in PubChem.
